NPY-Y1 PAM-ag = NPY-Y1 receptor potentiators or agonists, primary screen, cell-based; Neuropeptide Y receptor type 1 (Homo sapiens), P25929; NPY-Y1 expressing cells, potentiator/agonist activation; activation, % at 3.6 µM; 220,000 compounds, 0.37% hits; AID 1304, 2008; in the data active = activation above about 33%, passing the limit was not always enough;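 also: cells stimulated with NPY at EC10 then isoproterenol at EC100; 0% = low agonist plus stimulus and 100% = saturating agonist plus stimulus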
Target sequence (P25929 whole entry, looked up): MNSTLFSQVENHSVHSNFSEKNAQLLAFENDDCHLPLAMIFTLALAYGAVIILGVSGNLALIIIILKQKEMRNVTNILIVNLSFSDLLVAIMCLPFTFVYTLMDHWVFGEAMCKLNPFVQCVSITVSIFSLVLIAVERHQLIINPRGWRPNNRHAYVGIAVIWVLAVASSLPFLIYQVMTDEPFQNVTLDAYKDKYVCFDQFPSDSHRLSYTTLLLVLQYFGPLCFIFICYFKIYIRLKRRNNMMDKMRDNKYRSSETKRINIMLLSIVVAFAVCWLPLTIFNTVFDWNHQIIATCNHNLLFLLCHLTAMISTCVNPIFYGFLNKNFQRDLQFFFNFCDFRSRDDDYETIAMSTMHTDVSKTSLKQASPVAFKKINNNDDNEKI
NPY2 pot ag = NPY-Y2 potentiators or agonists, primary screen, cell-based; 220,000 compounds, 0.45% hits; activation, % at 3.6 µM; Neuropeptide Y receptor type 2 (Homo sapiens), P49146; cells expressing NPY-Y2, potentiator/agonist read-out; in the data active = activation above about 27%;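 also: cells stimulated with NPY near EC25 plus isoproterenol at EC100; 0% = vehicle plus submaximal agonist and 100% = vehicle plus saturating agonist; some results beyond the cut were filed as inactive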
zfTRPN1 agonist = zebrafish TRPN1 channel agonists, primary screen, cell-based, HEK293, calcium fluorescence. transient receptor potential cation channel N1 (TRPN1/NompC), Danio rerio. HEK293 zebrafish TRPN1-YFP, Fluo-8 calcium fluorescence; 100% = response to 87 µM carbachol. activation, % at 3 µM. 220,000 compounds, 0.18% hits. AID 1424, 2008;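 active = activation above its plate's cutoff, the mean activation of test wells on that plate plus 3 SD, cut at about 19% in these data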;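 also: 0% = DMSO alone and 100% = 87 µM carbachol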
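System: zebrafish TRPN1-YFP in HEK293 cells / Dosing: 3 µM single point / Timing: dye loading 1 h at 37 °C, then 30 min room temperature / Signal: Fluo-8 calcium fluorescence, excitation 470-495 nm, emission 515-575 nm / Read-out basis: percent activation from peak over basal fluorescence ratio, control-normalized / Control set: high carbachol 87 µM, low DMSO alone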
CHOP inhibitor = inhibitors of CHOP promoter induction, primary screen, cell-based, unfolded protein response, luciferase reporter; AID 2732, 2010; inhibition, % at 10 µM; 220,000 compounds, 3.8% hits; CHO-K1 CHOP-promoter luciferase, tunicamycin-induced, 15-18 h;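 active = compounds that reduced the stress-induced luciferase reporter signal by more than about 70% of percent inhibition, limit read from the data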;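 also: 0% = tunicamycin plus vehicle and 100% = wells without tunicamycin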
NPY Y1 blocker = NPY-Y1 receptor antagonists, primary screen, cell-based. Neuropeptide Y receptor type 1 (Homo sapiens), P25929. HEK293-CNG Y1 cells, membrane potential fluorescence; NPY at EC95, then isoproterenol. inhibition, % at 3.6 µM. 200,000 compounds, 1% hits;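 active = inhibition above the campaign mean inhibition of all tested compounds plus 3 SD, cut at about 20% in these data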;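 also: 0% = DMSO wells given NPY plus isoproterenol and 100% = isoproterenol alone without NPY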
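Assay system: HEK293 cells with Y1 receptor plus CNG channel | Probe or stimulus: NPY (25 nM), isoproterenol (1 µM), Ro 20-1724 (25 µM) | Timing: Compound incubation 1 h at room temperature, readout 45 min post-stimulation | Measured by: Membrane-potential fluorescent dye readout | Benchmarks: High control isoproterenol alone, low control NPY with isoproterenol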
S1P4 antag = S1P4 receptor antagonists, primary screen, cell-based | Sphingosine 1-phosphate receptor 4 (Homo sapiens), O95977 | S1P4-expressing cells, antagonist mode, reporter read-out | inhibition, % at 4.98 µM | 220,000 compounds, 0.26% hits | AID 1510, 2009; in the data active = inhibition above about 29%;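 also: 0% = wells stimulated with agonist and 100% = vehicle wells without agonist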
TRPML3 ag = human TRPML3 channel agonists, primary screen, cell-based, HEK293 TRPML3-YFP, Fluo-8 calcium fluorescence, 3 µM; AID 1448, 2008; activation, % at 3 µM; 100% = the carbachol control signal; 220,000 compounds, 0.29% hits; Mucolipin-3 (Homo sapiens), Q8TDD5;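 active = activation above its plate's cutoff, the mean activation of the plate's test wells plus 3 SD, cut at about 12% in these data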;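 also: 0% = DMSO only wells and 100% = carbachol wells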
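Test system: HEK293 cells stably carrying human TRPML3-YFP; Doses: single dose, 3 µM final nominal compound, 0.3% DMSO final; Schedule: dye loading 1 h 37 °C then 30 min ambient, 125 s read; Technique: Fluo-8 calcium fluorescence; Benchmarks: high control carbachol 87 µM, low control DMSO.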
EP2 mod = EP2 receptor modulators, cAMP readout, primary screen, cell-based, HTRF cAMP, PGE2 stimulation | Prostaglandin E2 receptor EP2 subtype (Homo sapiens), P43116 | EP2-expressing cells, cAMP HTRF FRET, PGE2 co-stimulation | induction, % at 25 µM | 260,000 compounds, 0.83% hits | AID 940, 2007;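 active = compounds whose cAMP rise, as percent of the full-agonist control response, exceeds 60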;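 also: rat C6 glioma line stably carrying human EP2 under a CMV promoter; the protocol text gives 20 µM as final concentration; 100% = response of wells given 1 µM PGE2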
Target sequence (P43116 whole entry, looked up): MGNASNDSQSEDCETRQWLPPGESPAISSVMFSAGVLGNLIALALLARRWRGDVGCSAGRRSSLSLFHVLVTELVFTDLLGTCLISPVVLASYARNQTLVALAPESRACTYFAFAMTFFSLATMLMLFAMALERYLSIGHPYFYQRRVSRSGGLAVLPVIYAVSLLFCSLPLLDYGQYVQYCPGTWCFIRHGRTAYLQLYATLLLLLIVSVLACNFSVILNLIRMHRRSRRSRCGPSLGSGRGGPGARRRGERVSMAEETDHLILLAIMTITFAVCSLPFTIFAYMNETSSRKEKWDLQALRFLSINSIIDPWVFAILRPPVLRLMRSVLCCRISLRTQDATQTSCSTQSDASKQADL
S1P4 agonist = S1P4 receptor agonists, primary screen, cell-based | S1P4-expressing cell line, agonist reporter assay | activation, % at 4.98 µM | 220,000 compounds, 0.35% hits | AID 1509, 2009; in the data active = activation above about 11%;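 also: 0% = DMSO vehicle and 100% = reference agonist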
Starred values were filed as active, the others as inactive; / = no result given; & = joins results of further samples. This is a random part of the collection. About 6.5% of those tested had a hit in this group.

(1) Cc1noc(C)c1COC(=O)Cn1c(C)nc2ccccc21
(2) N=C1C(c2ccccc2)=C(O)CN1CCCO
(3) Cc1nnc(SC(C(=O)c2ccccc2)c2ccccc2)[nH]c1=O (stereo not drawn)
(4) O=C(Nc1ccccc1N1CCOCC1)c1cc(Br)c(Br)s1
(5) CCC(C(=O)NC1CCCCC1)n1c(SCc2ccc(F)cc2)nc2ccncc21 (stereo not drawn)
(6) CC1CCCCC1NC(=O)/C(C#N)=C/c1ccc(OCC(N)=O)cc1 (stereo not drawn)
(7) CC(C)CC1C(C#N)=C(N)Oc2n[nH]c(-c3cccs3)c21 (stereo not drawn)
(8) O=C(COC(=O)c1cn(-c2ccccc2)nc1-c1cccnc1)NC1CC1
(9) CCOC(=O)c1cc2c(nc1NC(=S)Nc1ccccc1)CC(C)(C)OC2
(10) Cn1c(CO)c(-c2ccccc2)c2cc([N+](=O)[O-])ccc21
Assay by compound	1	2	3	4	5	6	7	8	9	10
NPY-Y1 PAM-ag	15	-14	-19	12	-48	12	0	12	-14	-6
NPY2 pot ag	5	-4	-30	9	-8	1	1	-2	0	10
zfTRPN1 agonist	1.5	0.5	-0.1	0.9	-1.0	1.7	-0.7	2.9	-1.1	-0.1
CHOP inhibitor	25	7	-8	34	10	-13	6	4	-19	30
NPY Y1 blocker	-1	-1	/	9	1	0	0	-3	-2	-8
S1P4 antag	-10	-79	1	-15	-7	-4	-13	-4	-25	-11
TRPML3 ag	0.6	-0.1	0.2	0.3	0.1	0.1	0.8	0.7	0.8	0.2
EP2 mod	-1	1	-18	19	19	-5	-21	-13	-4	40
S1P4 agonist	-0.1	-1.0	1.1	0.6	1.9	0.2	1.6	-0.2	1.7	-2.2

(11) CN=C(Nc1ccc(C(=O)OC)cc1)SC1CC(=O)N(c2ccccc2F)C1=O (stereo not drawn)
(12) C=CCN1C(=O)NC2(O)C(=O)c3ccccc3C12O (stereo not drawn)
(13) CC(NC(=O)Cn1cc2c(n1)CCCCC2)c1ccccc1 (stereo not drawn)
(14) O=C1C2CCCN2C(c2cccs2)N1c1ccc(F)cc1 (stereo not drawn)
(15) CCc1nc(SCC(=O)NCCc2ccccc2)n[nH]1
(16) O=C(/C=C/c1cccs1)NCc1ccccc1
(17) Cc1ccc2c(c1)C(c1ccccc1)N(C(=O)c1cc3ccccc3oc1=O)CC(=O)N2 (stereo not drawn)
(18) CC1(C)Oc2ccc(C(=O)N3CCc4ccccc43)cc2N(CC(=O)N2CCCC2)C1=O
(19) COc1cccc(/C=C/C(=O)NCCc2ccc(OC)c(OC)c2)c1
(20) CS(=O)(=O)Cc1cc(N2CCCC2)nc(-c2ccccc2)n1
Assay by compound	11	12	13	14	15	16	17	18	19	20
NPY-Y1 PAM-ag	-2	1	-11	1	-25	1	4	0	-18	-2
NPY2 pot ag	-2	-2	-12	-4	-18	2	12	-11	-1	9
zfTRPN1 agonist	1.7	-0.5	0.2	1.8	1.2	-0.7	0.5	1.6	-0.7	-0.5
CHOP inhibitor	59	24	-4	20	9	-11	-17	-5	13	1
NPY Y1 blocker	0	1	6	1	-1	1	0	-3	5	-2
S1P4 antag	3	-6	-5	-8	-2	-13	1	-4	-3	-4
TRPML3 ag	1.0	0.2	0.1	0.3	-0.7	-0.3	0.8	0.2	0.1	-0.1
EP2 mod	-25	10	14	15	6	-43	2	-4	-17	2
S1P4 agonist	-2.3	-0.2	1.1	1.2	-0.2	0.4	1.4	-0.3	0.1	0.9

(21) COc1cccc(N2CCN(c3ccc(N4C(=O)CCC4=O)cc3[N+](=O)[O-])CC2)c1
(22) CCOC(=O)N1CCN(C(=S)NC(=O)c2ccc(Br)cc2)CC1
(23) COC(=O)Cn1c(=O)sc2ccccc21
(24) c1ccc2c(c1)OCC(c1nn3c(Cn4nnc5ccccc54)nnc3s1)O2 (stereo not drawn)
(25) CC(C)(C)c1nc(N)nc(=O)[nH]1
(26) O=C(c1cccnc1)N(Cc1ccccc1)C1(C(=O)Nc2ccccc2)CCCCC1
(27) CCn1cc(/C=C2\SC(=O)N(CC(=O)Nc3ccc4c(c3)OCO4)C2=O)c2ccccc21
(28) c1ccc(C2=NNC(c3ccco3)=Nc3ccccc32)cc1
(29) CCOCCN1CCN(c2c3c(nc4cc(-c5ccc(F)cc5)nn24)CCC3)CC1
(30) Cc1cc(C)n(C(=O)Cn2nc([N+](=O)[O-])c(Br)c2C)n1
Assay by compound	21	22	23	24	25	26	27	28	29	30
NPY-Y1 PAM-ag	33	3	8	-12	-1	17	15	9	-13	-12
NPY2 pot ag	13	-6	9	-6	-3	5	12	7	-9	-7
zfTRPN1 agonist	2.6	-0.9	0.2	2.7	0.4	-2.0	0.1	0.6	1.4	-0.9
CHOP inhibitor	35	-3	34	11	11	-24	-22	2	9	-13
NPY Y1 blocker	2	3	-6	12	/	14	-2	5	0	8
S1P4 antag	-10	-7	4	6	2	-19	-14	-2	-7	0
TRPML3 ag	2.7	-0.7	0.3	0.6	-0.2	-0.8	0.6	1.0	0.4	0.8
EP2 mod	-39	-11	16	-24	28	-3	-5	9&38	-6	36
S1P4 agonist	0.5	-1.4	2.2	-0.2	0.3	-0.2	-1.3	0.0	-0.2	1.7

(31) O=C(CN(C(=O)CCC(=O)Nc1nccs1)C1CCCC1)NCc1ccc2c(c1)OCO2
(32) COc1ccc(CNC(=O)c2ccc(-c3ccccc3)cc2)cc1
(33) COc1ccc2nc3oc(C(=O)N4CCN(c5ccccc5F)CC4)cc3cc2c1
(34) COc1ccc(C2C(C(C)=O)=C(C)N=c3s/c(=C\c4ccc5c(c4)OCO5)c(=O)n32)c(OC)c1 (stereo not drawn)
(35) O=C(Nc1ccccc1N1CCN(c2ccccc2)CC1)c1ccccc1
(36) O=C1CSC(c2ccc3c(c2)OCO3)N1c1ccc(Oc2ccccc2)cc1 (stereo not drawn)
(37) Cc1c(CN(C)C(=O)/C=C/c2ccc([N+](=O)[O-])cc2)cnn1C
(38) Cn1c(SCC#N)nnc1-c1cnccn1
(39) O=C(NCc1ccncc1)Nc1ccc2c(c1)OCO2
(40) O=C(c1ccc([N+](=O)[O-])s1)N1CCN(c2cccc(Cl)c2)CC1
Assay by compound	31	32	33	34	35	36	37	38	39	40
NPY-Y1 PAM-ag	-11	-14	-14	-13	-32	-18	-11	-7	-5	12
NPY2 pot ag	2	-2	-5	1	-31	-10	-5	-6	-4	-1
zfTRPN1 agonist	0.3	0.0	1.4	-0.8	-0.2	-1.3	1.4	1.6	2.0	0.1
CHOP inhibitor	20	21	53	/	14	6	16	14	18	6
NPY Y1 blocker	3	4	5	1	41*	7	-2	3	1	3
S1P4 antag	-1	-8	-23	-8	7	16	1	-7	7	-20
TRPML3 ag	0.8	-0.3	0.3	-0.3	0.1	0.6	0.7	-0.1	0.8	-0.8
EP2 mod	14	-19	-48	/	43	-3	10	10	2	-13
S1P4 agonist	-1.9	-2.9	1.0	-3.3	-2.0	-1.1	1.2	-2.1	0.8	-0.1

(41) O=C(OCc1nnc(-c2ccc(Cl)cc2)o1)c1ccncc1
(42) Cc1cc(NN)nc(NS(=O)(=O)c2ccccc2Cl)n1
(43) COc1cc(CC(=O)NCc2ccc3c(c2)OCO3)cc(OC)c1OC
(44) CCC(C)C(=O)Nc1nc2c(s1)C(=O)CC(C)(C)C2 (stereo not drawn)
(45) CCOC(=O)NC(=O)CSc1nnnn1-c1ccccc1
(46) C/C(=N/NC(=O)CNc1ccc(Cl)cc1C)c1ccc(C)cc1
(47) CN1CCN(C2CC(=O)N(CCc3ccccc3)C2=O)CC1 (stereo not drawn)
(48) Cn1c(Cl)nc2c1c(=O)n(Cc1cccc(Br)c1)c(=O)n2C
(49) Cc1ccc(CNC(=S)NCc2ccncc2)cc1
(50) COc1ccc(Cl)cc1NC(=O)C(C)N1CCc2ccccc21 (stereo not drawn)
(51) CC(C)(C)c1ccc(C(=O)Nc2sc3c(c2C(=O)O)CCC3)cc1
(52) O=C(CNC(=S)NC(=O)c1ccccc1Br)c1ccccc1
(53) CCc1ncc(C(O)c2cccc3ccccc23)n1C (stereo not drawn)
Assay by compound	41	42	43	44	45	46	47	48	49	50	51	52	53
NPY-Y1 PAM-ag	13	2	-4	5	12	11	6	-9	-7	-18	-11	-3	12
NPY2 pot ag	12	-2	0	-6	-11	-7	6	10	-2	-19	-21	-10	6
zfTRPN1 agonist	1.0	0.2	-0.4	0.4	1.0	2.2	0.8	-0.6	1.1	-3.3	-0.7	1.3	0.9
CHOP inhibitor	38	3	-1	-1	10	87*	4	0	10	10	35	-6	26
NPY Y1 blocker	1	-1	-6	2	-2	4	/	-2	-3	15	1	-8	-1
S1P4 antag	-32	-16	-23	-1	-5	-2	7	7	-10	5	2	9	14
TRPML3 ag	0.4	-0.1	0.8	-0.1	-0.4	0.8	0.3	0.0	1.1	-0.2	-0.8	0.1	0.0
EP2 mod	-21	26&18	8	7	5	-51	-9	24	9	20	-84	-3	12
S1P4 agonist	0.9	0.0	1.6	1.8	-1.0	0.0	-1.3	1.2	-1.0	0.7	-0.1	-1.2	-1.1

Source: PubChem BioAssay
